MBNL1-CUG inh: MBNL1-poly(CUG) RNA binding inhibition | Q9NR56 | 0.036% of 280,000 active | Potency, µM (highest dose often 57.5 µM), without a hit: at the highest dose activity change, negative = inhibition, hits mostly inhibitors | TR-FRET MBNL1-His/biotin-(CUG)12 binding, 665/545 ratio | AID 2675; active means well fitted inhibition curve with a large enough effect in the signal ratio, with a control signal flat, not every such curve was filed as active; inconclusive means small, poorly fitted or top-dose-only effect, or effect the other way, or a change in a side signal; inactive means no such curve, though single readings can be large or run the other way; the % refers to the signal ratio; further: potency means the concentration at half of the fitted maximal effect; on the % scale 0 is the no-effect control and ±100 the full control effect
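MBNL1-His + Biotin-(CUG)12, cpd titration 92 nM–58 uM; Tb anti-His Ab 0.055 ng/ul, SA-XL665 5 nM (final); 60 min RT; ratiometric 665/545 nm, Ex 340 nm; normalized to buffer and full-complex controls.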
RORgamma inh: ROR gamma (mouse) transcription inhibition | P51450 | Drosophila S2 Gal4-RORgamma UAS-luciferase reporter, 20 h | Potency, µM (highest dose often 53.6 µM), without a hit: at the highest dose activity change, negative = inhibition, most hits filed as inhibitors | 5.4% of 310,000 active; further: potency means the concentration at half of the fitted maximal effect; on the % scale 0 is the no-effect control and ±100 the full control effect; nearly all actives have a fitted effect of over 60% in size
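Stable Schneider cell line, Gal4 DNA-binding domain fused to ROR gamma, UAS-luciferase. Cmpd 1 hr RT → CuSO4 700 uM final → 20 hr RT → luciferase reagent 10 min → luminescence.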
Rab9 prom act: activators of Rab9 promoter; AID 485297; 2.8% of 320,000 active; Huh7 Rab9 promoter-luciferase reporter, luminescence, 24 h; Potency, µM (highest dose often 9.22 µM), for the others: top-dose activation, negative = inhibition, most hits filed as activators; further: potency means the concentration at half of the fitted maximal effect; % of control where 0% means no effect; nearly all actives have a fitted effect of over 60% in size
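Promoter activation is measured as luciferase luminescence in Huh7 cells stably transfected with a Rab9 promoter–luciferase construct, following 24 h compound exposure at 37 °C and 10 min reagent incubation at ambient temperature.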
KCNH2 3.1 inh: blocks the human KCNH2 3.1 channel isoform; U2OS KCNH2 3.1, thallium flux FluxOr; stronger effect = lower value; activity change, % (tested at about 1.8 µM); 0.95% of 340,000 active; AID 720553;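 active means maximum activity change below -70%; inconclusive means maximum activity change from -70% to -50%; inactive means maximum activity change above -50%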;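 further: thallium influx rate constant from kinetic fluorescence after stimulation buffer; on the % scale 0 is the no-effect control and ±100 the full control effect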
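FluxOr-based Tl+ influx in U2OS cells transduced with KCNH2 3.1 virus; rate constants normalized to DMSO controls.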
Gal4-VP16 FLuc: counter-screen for ROR gamma inhibitors: Gal4-VP16 reporter; 3.5% of 310,000 active; Potency, µM (top dose mostly 53.6 µM), inactives show top-dose activity, negative = inhibition, actives largely listed as inhibitors; AID 2546; Drosophila S2 Gal4-VP16 UAS-luciferase, luminescence, 20 h;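 further: Gal4-VP16 expression switched on by copper sulfate through the metallothionein promoter; potency means the concentration at half of the fitted maximal effect; on the % scale 0 is the no-effect control and ±100 the full control effect; nearly all actives have a fitted effect of over 50% in size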
ELG1 repair inh: inhibitors of ELG1-dependent DNA repair in HEK293T cells; HEK293T ELG1-luciferase reporter, luminescence, 16 h; DNA damage induced by 5-fluorouridine; Potency, µM (top dose mostly 46.1 µM), without a hit: at the top dose activity change, negative = inhibition, most hits filed as inhibitors; 2.3% of 330,000 active; AID 504467; further: potency means the concentration at half of the fitted maximal effect; on the % scale 0 is the no-effect control and ±100 the full control effect; nearly all actives have a fitted effect of over 55% in size
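In this reporter screen, reduction of luminescence relative to DMSO vehicle indicated activity. Compounds and 5-fluorouridine were added together to 2,000 cells per well, incubated for 16 hr at 37 °C, then developed with ONE-Glo.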
NPC1 prom act: activators of NPC1 promoter | Huh7 NPC1 promoter luciferase reporter, 24 h | Potency, µM (top dose mostly 9.22 µM), without a hit: at the highest dose activation, hits mostly activators | 2.4% of 320,000 active;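 further: potency means the concentration at half of the fitted maximal effect; % of control where 0% means no effect; nearly all actives have a fitted effect of over 60% in size; reporter is driven by a mutant NPC1 promoter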
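Luminescence from an NPC1 promoter-driven luciferase reporter in stably transfected Huh7 cells was measured after 24 h compound treatment at 37 °C, followed by 10 min ambient incubation with luciferase detection reagent.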
Mito fusion yeast: inhibitors of mitochondrial division or activators of mitochondrial fusion; Potency, µM (highest dose often 46.1 µM), for the others: top-dose growth rescue (activation), usual class: activators; S. cerevisiae fusion-defective mutant growth rescue, CellTiterGlo 48 h; AID 485298; 0.23% of 320,000 active;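 further: potency means the concentration at half of the fitted maximal effect; % of control where 0% means no effect; nearly all actives have a fitted effect of over 45% in size; temperature-sensitive fusion mutants such as fzo1-1 at 37 °C on non-fermentable ethanol glycerol medium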
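Read-out: ATP-based luminescence (CellTiterGlo, 10 min ambient) reporting growth of fusion-defective ts yeast after 48 hours at 37C on glycerol/ethanol YPEG medium in the presence of compound.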
Menin MLL FP TR: displaces Texas Red mutant MLL peptide from human menin; O00255; 0.23% of 270,000 active; Potency, µM (top dose mostly 61.6 µM), without a hit: at the top dose FP activity change, negative = inhibition, usual class: inhibitors; Menin + Texas Red MLL mutant peptide, fluorescence polarization; AID 1768; active means well fitted inhibition curve with a large enough effect in the polarisation, with a control signal flat, not every such curve was filed as active; inconclusive means small, poorly fitted or top-dose-only effect, or effect the other way, or a change in a side signal; inactive means no such curve, though single readings can be large or run the other way; the % refers to the polarisation; further: potency means the concentration at half of the fitted maximal effect; % of control where 0% means no effect; many of its hits are not listed in these tables
Target sequence (O00255 whole entry, looked up): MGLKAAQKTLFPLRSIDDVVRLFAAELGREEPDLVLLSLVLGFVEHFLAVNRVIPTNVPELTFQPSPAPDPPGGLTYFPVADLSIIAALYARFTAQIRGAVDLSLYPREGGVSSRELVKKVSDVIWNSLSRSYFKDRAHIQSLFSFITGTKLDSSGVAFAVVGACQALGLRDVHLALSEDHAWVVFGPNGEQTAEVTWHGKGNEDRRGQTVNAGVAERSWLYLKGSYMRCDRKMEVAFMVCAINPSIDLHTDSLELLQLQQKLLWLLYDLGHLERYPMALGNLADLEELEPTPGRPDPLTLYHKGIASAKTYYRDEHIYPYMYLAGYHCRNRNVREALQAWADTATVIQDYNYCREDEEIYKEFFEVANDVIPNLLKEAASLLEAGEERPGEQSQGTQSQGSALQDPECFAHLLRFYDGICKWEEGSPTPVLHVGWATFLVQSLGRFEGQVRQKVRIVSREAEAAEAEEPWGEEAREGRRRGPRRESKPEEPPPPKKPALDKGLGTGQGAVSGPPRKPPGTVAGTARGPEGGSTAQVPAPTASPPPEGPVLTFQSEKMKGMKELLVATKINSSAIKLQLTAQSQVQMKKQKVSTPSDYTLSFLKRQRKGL
FLuc counter: counter-screen for miR-21 project: firefly luciferase inhibitors or activators. P08659. purified FLuc, Km substrates, luminescence inhibition. Potency, µM (top dose mostly 57.5 µM), for inactives: top-dose activity change, negative = inhibition, usual class: inhibitors. 6.9% of 360,000 active. AID 588342;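 further: potency means the concentration at half of the fitted maximal effect; plate controls were vehicle for no effect and reference inhibitor for full effect; nearly all actives have a fitted effect of over 55% in size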
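Purified P. pyralis luciferase (10nM final) with 10uM D-luciferin and 10uM ATP (Km levels) in 50mM Tris acetate pH 7.5, 10mM Mg acetate, 0.01% Tween-20, 0.05% BSA; qHTS 6-point titration, ~60 µM downward; luminescence read.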
PKM2 act: activators of human pyruvate kinase M2. P14618. purified PKM2, Kinase-Glo ATP luminescence, activation; response scale: 0% is enzyme alone, no compound. Potency, µM (titrated, usually from 57.5 µM), for inactives: top-dose activation, most hits filed as activators. 0.34% of 260,000 active. AID 1631; further: potency means the concentration at half of the fitted maximal effect; on the % scale 0 is the no-effect control and ±100 the full control effect; nearly all actives have a fitted effect of over 55% in size
Target sequence (P14618 whole entry, looked up): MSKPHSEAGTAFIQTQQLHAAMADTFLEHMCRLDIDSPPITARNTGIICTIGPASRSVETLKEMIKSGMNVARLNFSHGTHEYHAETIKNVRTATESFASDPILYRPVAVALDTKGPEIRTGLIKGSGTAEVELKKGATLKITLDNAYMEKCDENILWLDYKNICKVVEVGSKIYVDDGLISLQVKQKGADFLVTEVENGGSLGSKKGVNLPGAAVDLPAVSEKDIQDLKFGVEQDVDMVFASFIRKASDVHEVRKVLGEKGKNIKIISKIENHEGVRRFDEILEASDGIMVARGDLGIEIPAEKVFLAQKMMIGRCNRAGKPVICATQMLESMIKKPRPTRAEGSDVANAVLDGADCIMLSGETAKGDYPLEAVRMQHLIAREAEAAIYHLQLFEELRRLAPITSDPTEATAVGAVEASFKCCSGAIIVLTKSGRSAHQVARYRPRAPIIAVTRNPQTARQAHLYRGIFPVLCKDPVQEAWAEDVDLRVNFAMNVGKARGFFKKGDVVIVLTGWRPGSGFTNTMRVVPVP
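ATP formation by purified human PK-M2, quantified via coupled luciferase luminescence after 1 h at room temperature with 0.1 mM ADP and 0.5 mM PEP final.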
Numbers without * were called inactive; ? = inconclusive; . = not tested or not shown; & = joins results of further samples; [ ] = dose if it differs, or a comment. Unless noted, the call rests on the fitted dose curve; in most records, active means well fitted curve in the direction sought with a large enough effect; inconclusive means small, poorly fitted or top-dose-only effect, or another doubt; inactive means no such curve, though single readings can be large; an effect the other way counts as inactive or inconclusive. A portion of the library; count on the stated rates, not on these rows.

SMILES | MBNL1-CUG inh | RORgamma inh | Rab9 prom act | KCNH2 3.1 inh | Gal4-VP16 FLuc | ELG1 repair inh | NPC1 prom act | Mito fusion yeast | Menin MLL FP TR | FLuc counter | PKM2 act
COc1ccc(CNC(=S)Nc2cccc(C)c2C)cc1 | 1% | 2.5µM* | -2% | 2 | 7.9µM* | -3% | -1% | -7% | 16% | -3% | 4%
O=C(Nc1ccc(Br)cc1)C1CC(O)CN1C(=O)OCc1ccccc1 (stereo unspecified) | -2% | -9% | -1% | -3 | 16% | 6% | 0% | -3% | 14% | -1% | .
O=C(NC1CCCC1)C(c1ccncc1)N(C(=O)Cc1cccs1)c1cccc(F)c1 (stereo unspecified) | 1% | -21% | -1% | 0 | 6% | -2% | -7% | -2% | . | -2% | .
N#Cc1sc(NCc2ccccc2)nc1Cl | 4% | 22% | 9% | 7 | ? | ? | 5% | -4% | -1% | -5% | -8%
CC(=O)/C(=N\Nc1ccc(Cl)cc1Cl)Sc1nnc(-c2ccccc2)n1-c1ccccc1 | -10% | -26% | 0% | -5 | -25% | 7% | -1% | -3% | 0% | -1% | -6%
O/C=c1\ccc2cccc3nc(C(F)(F)F)nc1c23 | 8% | -10% | -3% | 9 | -1% | -29% | 1% | -13% | ? | -4% | .
COc1ccc(CNC(=S)Nc2ccccc2F)cc1 | 2% | ? | 8% | 8 | 18µM* | -2% | 8% | -17% | 1% | -9% | 0%[11.5 µM]
Cc1ccc(NC(=O)CN2C(=O)S/C(=C\c3ccc(-c4cccc(C(=O)O)c4C)o3)C2=O)cc1 | 3% | ? | 4% | . | ? | 11% | 0% | -1% | ? | ? | 26%
COc1ccc(NC(=O)c2ccc(CN3CCc4ccccc4C3)cc2)cc1OC | -8% | 9% | -3% | -2 | 5% | ? | -4% | -2% | -22% | ? | -2%
COc1ccc(NC(=O)CN2C(=O)COc3ccc(S(=O)(=O)N4CCOCC4)cc32)cc1 | -5% | 0% | -1% | -23 | 3% | 8% | 3% | -2% | 17% | -2%&5% | -2%[0.46 µM]
COc1ccccc1C(=O)Nc1ccc(-c2nnn(CC(=O)NCc3ccco3)n2)cc1 | 4% | 0% | -2% | -4 | -12% | 21% | 3% | -4% | . | 3% | 0%
Cc1cc(C)c(C(=O)CN2C(=O)C(=O)N(C3CCCC3)C2=O)cc1C | . | . | 0% | -35 | . | ? | 6% | 4% | . | -2% | .
Cc1cc(C2C(C#N)=C(N)OC3=C2C(=O)CC(C)(C)C3)c(C)s1 (stereo unspecified) | -7% | 16% | -9% | -15 | 0% | 12% | -1% | 5% | 2% | -1% | 0%
O=C(CSc1ccc(-c2ccc(-n3cccn3)cc2)nn1)Nc1ccccc1F | . | . | 2% | -14 | . | ? | 13% | 1% | . | 0.6µM* | .
O=C(COC(=O)c1cccc(S(=O)(=O)N2CCN(c3ccc(F)cc3)CC2)c1)NCC1CCCO1 (stereo unspecified) | -1% | 2% | ? | 3 | -13% | 3% | -4% | -9% | 0% | -2% | 0%
COC(=O)c1ccc(NS(=O)(=O)c2ccc3c(c2)oc(=O)n3C)cc1 | -5% | 27% | -10% | -2 | -6% | 19% | 2% | 1% | 15% | 4% | 20%
Cc1cc(C)cc(NC(=O)CCNS(=O)(=O)c2ccc3c(c2)oc(=O)n3C)c1 | -1% | 30% | -2% | -28 | -7% | 10% | -3% | -1% | -14% | -1% | 16%
Nc1nonc1-n1nnc(C(=O)N/N=C/c2cccc(F)c2)c1-c1ccc2c(c1)OCO2 | -8% | -17% | -2% | 1 | -5% | 5% | 16% | -1% | . | 3% | .
O=C(N/N=C/c1ccc(O)cc1O)c1ccc(NC(=O)C2CCCCC2)cc1 | -15% | ? | -17% | -3 | ? | 8% | -31%[inhibitor] | 4% | . | ? | 0%
C1CNCCOCCNCCN1 | -8% | -14% | 4% | 10 | -9% | 17% | 0% | -2% | -14% | -1% | 3%
COc1ccc(CNC(=O)C(C#N)c2nc3ccccc3nc2N2CCCC2)cc1 (stereo unspecified) | 4% | 14% | 2% | -4 | -10% | 5.8µM* | 1% | 1% | 15% | 1% | -2%
CCC1CCCCN1C(=O)CSc1nc2c(cnn2-c2ccc(C)cc2)c(=O)[nH]1 (stereo unspecified) | -10% | -23% | -8% | 2 | 2% | 11% | 1% | 6% | -4% | 0% | -10%
COc1ccc(-c2nc(CSCC(=O)NCc3ccc4c(c3)OCO4)c(C)o2)cc1OC | -15% | 45% | 1% | 2 | 3% | ? | -2% | -4% | -17% | 0% | 22%
O=C(CN1C(=O)NC2(CCCc3ccccc32)C1=O)Nc1cc(F)ccc1F (stereo unspecified) | . | . | -4% | -6 | . | 0% | 1% | -2% | . | 6% | .
O=C(COC(=O)c1cc(-c2cccs2)nn1-c1ccccc1)Nc1ccc(F)c([N+](=O)[O-])c1 | . | 34%[10 µM] | 4% | -36 | -3% | 9% | 5% | 11% | -8% | -2% | -13%
COc1ccc(-n2nc(C(=O)NCC(=O)NCC3CCCO3)c3ccccc3c2=O)cc1 (stereo unspecified) | ? | -30% | -1% | 1 | -9% | -20% | 7% | 1% | -25% | -5% | -8%
CCOc1ccccc1NC(=O)C1CCC(CNc2c(N3CCOCC3)c(=O)c2=O)CC1 (stereo unspecified) | -3% | ? | -2% | 1 | -10% | 0% | -3% | -5% | -4% | -2% | -16%
O=C(Nc1ccc2c(c1)CCC2)Nc1ccc(F)cc1F | 1% | 5% | 0.79µM* | 10 | -2% | ? | 1.3µM* | -1% | . | ? | -1%
COc1ccc(C(=O)OCC(=O)NCCCc2ccccc2)cc1OC | -10% | 10% | 4% | -6 | 2% | -3% | 1% | 10% | -2% | 5% | .
Cc1noc(NC(=O)c2ccc(F)cc2)c1C#N | ? | 120% | -4% | -6 | -4% | 6% | 3% | 6% | -8% | -15% | -10%
CCN(CCCNC(=O)COc1cc(=O)n(CC)c2ccccc12)Cc1ccccc1 | -6% | -12% | -8% | 1 | 7% | ? | -5% | -3% | -8% | 1% | 6%
C=CCSc1nnc(C)n1-c1ccc(Cl)cc1 | -3% | 6% | -3% | -3 | 0% | 9% | -2% | 2% | -2% | 0% | -4%
Cc1ccccc1NC(=S)N(Cc1cccs1)C1CCCC1 | -1% | ? | -4% | 2 | ? | 7% | -3% | 5% | -3% | -3% | 3%
O=C(CCN1C(=O)c2ccccc2C1=O)OCN1C(=O)c2ccccc2C1=O | ? | -21% | -4% | -5 | -1% | 21% | 1% | 4% | -4% | 6% | -3%
CCCCn1c(N)c(N(CCOC)C(=O)c2ccc(NC3CC3)c([N+](=O)[O-])c2)c(=O)[nH]c1=O | . | . | 1% | 6 | . | 12% | 12% | 6% | . | 6% | .
COc1ccc(C(=O)Nc2nnc(S(=O)(=O)Cc3ccccc3)s2)cc1 | -7% | -10% | 0% | 14 | 0% | ? | 1% | 6% | ? | 1% | .
Cc1cc(C)nc(N2N=C(c3ccccc3)CC2=O)n1 | 26% | -21% | 13% | 25 | 0% | ? | 4% | -2% | -5% | -14% | 7%
CCOC(=O)c1ccccc1NC(=O)CSc1ccc(-c2ccccn2)nn1 | -3% | -20% | 2% | 1 | -3% | 2% | -2% | -10% | . | -8% | -2%
COc1ccc(C(=O)Nc2ccccc2C(=O)N/N=C/c2ccccn2)cc1OC | 0% | 1.3µM* | -14% | 6 | 3.2µM* | ? | -8% | 1% | . | 0.85µM* | -15%
O=C(NCCCN1CCOCC1)c1cc(-c2ccc(F)cc2)no1 | -3% | -1% | 22% | -13 | 3% | 14% | 1% | ? | 7% | 2% | .
Nc1ccn(CC(=O)NCc2ccccc2)c(=O)n1 | . | . | -4% | . | . | 17% | -1% | -1% | . | 2% | .
CCOc1cc(NC(=O)c2cccs2)c(OCC)cc1NC(=O)CCC(=O)NCC1CCCO1 (stereo unspecified) | -1% | 1% | -1% | -20 | -1% | 18% | 3% | 2% | 4% | -2% | -1%
O=C(Nc1ccc(F)cc1F)N1CCN(c2ncccn2)CC1 | -5% | 9% | -2% | 13 | -3% | 1% | 0% | -2% | 6% | -2% | ?
CCOc1ccc(S(=O)(=O)N2CCCCC2)cc1NC(=O)C1=COCCO1 | . | . | -1% | -50 | . | -1% | -8% | ? | . | 2% | .
Cn1cc(CN2CCC(n3nccc3NC(=O)C3CCCC3)CC2)cn1 | -2% | -17% | 0% | 6 | -7% | -1% | -5% | 0% | . | -2% | -8%

Screens: PubChem BioAssay, National Center for Advancing Translational Sciences (NCATS)
